Tb PFK inh = inhibitors of T. brucei phosphofructokinase; T. brucei PFK, ADP-Glo luminescence; Potency, µM (highest dose often 57.5 µM), inactives show at the highest dose activity, negative = inhibition, actives largely listed as inhibitors; 0.17% of 330,000 active; AID 485367;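 note: potency is the fitted concentration of half-maximal effect; 0% = uninhibited 1x PFK enzyme wells and -100% = no-enzyme wells; nearly all actives have a fitted effect of over 60% in size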
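In TEA buffer at pH 8.0 with 5 mM MgCl2, enzyme (1.25 nM) converted F6P (0.5 mM) and ATP (0.1 mM) for 45 min at room temperature. ADP product was read by luciferase luminescence.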
TRPV1 agonist = human TRPV1 agonism; Q8NER1; TRPV1-expressing cells, Fluo-8 calcium influx, agonist mode; activation, % at 8.33 µM; 0.19% of 320,000 active; AID 540275; in the data active = activation above about 80%; inconclusive = between about 30% and that limit; note: 0% is about no effect
Target sequence (Q8NER1 whole entry, looked up): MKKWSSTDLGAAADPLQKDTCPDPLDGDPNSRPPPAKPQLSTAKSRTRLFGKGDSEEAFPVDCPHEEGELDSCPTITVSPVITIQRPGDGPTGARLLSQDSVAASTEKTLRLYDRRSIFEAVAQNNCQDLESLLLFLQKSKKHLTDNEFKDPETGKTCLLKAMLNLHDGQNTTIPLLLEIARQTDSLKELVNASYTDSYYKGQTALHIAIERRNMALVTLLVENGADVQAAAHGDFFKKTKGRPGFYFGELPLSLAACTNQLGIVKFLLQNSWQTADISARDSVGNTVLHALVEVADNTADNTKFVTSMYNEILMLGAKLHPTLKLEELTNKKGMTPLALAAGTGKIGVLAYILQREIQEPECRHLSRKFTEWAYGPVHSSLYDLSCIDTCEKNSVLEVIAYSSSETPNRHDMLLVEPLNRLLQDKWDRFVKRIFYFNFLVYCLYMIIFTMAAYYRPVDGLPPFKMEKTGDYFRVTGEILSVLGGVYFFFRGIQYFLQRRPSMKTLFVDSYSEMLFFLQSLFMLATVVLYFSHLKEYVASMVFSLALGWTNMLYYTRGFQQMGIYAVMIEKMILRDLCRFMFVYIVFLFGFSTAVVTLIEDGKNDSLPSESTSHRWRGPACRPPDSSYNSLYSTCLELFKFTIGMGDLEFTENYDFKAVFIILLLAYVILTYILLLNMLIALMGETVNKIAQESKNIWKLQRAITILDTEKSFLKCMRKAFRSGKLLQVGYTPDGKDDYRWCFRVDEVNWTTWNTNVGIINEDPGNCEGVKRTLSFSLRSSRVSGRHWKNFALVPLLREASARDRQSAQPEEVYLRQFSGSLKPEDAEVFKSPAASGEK
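Fluo-8 calcium influx in TRPV1-expressing cells, kinetic read (ex 480/em 520 nm). Compound added and read 3 min for agonist activity, followed by capsaicin at EC20 final and 2 min further read for enhancement.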
RORgamma inh = blocks mouse ROR gamma transcriptional activity; P51450; Potency, µM (series often up to 53.6 µM), for the others: top-dose activity change, negative = inhibition, most hits filed as inhibitors; 5.4% of 310,000 active; Drosophila S2 Gal4-RORgamma UAS-luciferase reporter, 20 h; note: potency is the fitted concentration of half-maximal effect; % is set by controls: 0 for no effect and ±100 for the full control effect; nearly all actives have a fitted effect of over 60% in size
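Luciferase reporter read in Schneider cells carrying Gal4-RORγ (mouse) and UAS-Photinus luciferase; cells given compound 1 h before 700 uM copper sulfate induction, then incubated 20 h at ambient temperature.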
BRCA1 expr up = increases BRCA1 expression; Potency, µM (top dose mostly 46.1 µM), without a hit: at the top dose activation, actives largely listed as activators; MCF7-BRCA1-FFLuc reporter, luminescence, 48 h; response scale: scaled: vehicle 0%, 10 µM genistein 100%; 1.1% of 380,000 active; AID 624202; note: potency is the fitted concentration of half-maximal effect; nearly all actives have a fitted effect of over 80% in size; some results filed as inactive show a strong effect at the top dose
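Compounds are tested at multiple concentrations on MCF7 BRCA1-luciferase reporter cells seeded at 2000 per well; after 48 h, a single luminescence end-point is taken and curves fitted to the normalized data.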
ELG1 genotox = induces genotoxicity in HEK293T cells with luciferase-tagged ELG1; AID 504466; 1.3% of 330,000 active; HEK293T ELG1-luciferase reporter, luminescence, 16 h; Potency, µM (highest dose often 46 µM), for inactives: at the top dose activity change, positive = activation, most hits filed as activators; note: potency is the fitted concentration of half-maximal effect; % of control where 0% means no effect; nearly all actives have a fitted effect of over 60% in size
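DMSO vehicle served as control against compound-treated ELG1-luciferase HEK293T cells; exposure lasted 16 hr at 37 °C and 5% CO2, followed by ONE-Glo luminescence detection after 30 min.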
ELG1 repair inh = blocks ELG1-dependent DNA repair in HEK293T cells | Potency, µM (series often up to 46.1 µM), inactives show top-dose activity change, negative = inhibition, hits mostly inhibitors | 2.3% of 330,000 active | HEK293T ELG1-luciferase reporter, luminescence, 16 h; DNA damage induced by 5-fluorouridine; note: potency is the fitted concentration of half-maximal effect; % is set by controls: 0 for no effect and ±100 for the full control effect; nearly all actives have a fitted effect of over 55% in size
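DMSO vehicle served as the neutral condition. Each well held 2,000 cells given 5-fluorouridine plus compound; after 16 hr at 37 °C/5% CO2, ONE-Glo was added and luciferase measured 30 min later.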
p53 reactivator = restores transcriptional activity of mutant p53. H1299 p53-A138V BP100-luciferase reporter, luminescence, 24 h. Potency, µM (top dose mostly 92.2 µM), for inactives: at the top dose activity change, positive = activation, usual class: activators. 0.063% of 320,000 active. AID 504706; note: potency is the fitted concentration of half-maximal effect; % of control where 0% means no effect; nearly all actives have a fitted effect of over 45% in size
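H1299 (p53-null), stable ts p53-A138V + BP100-Luc; 1000 cells/well, Opti-MEM/10% FBS; cpd 4 pt, 1:5; 24 h, 37 deg C, 5% CO2; detection reagent 10 min RT; luminescence.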
Gal4-VP16 FLuc = counter-screen for ROR gamma inhibitors: Gal4-VP16 reporter; Drosophila S2 Gal4-VP16 UAS-luciferase, luminescence, 20 h; Potency, µM (titrated, usually from 53.6 µM), without a hit: at the highest dose activity, negative = inhibition, usual class: inhibitors; 3.5% of 310,000 active;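 note: Gal4-VP16 expression switched on by copper sulfate through the metallothionein promoter; potency is the fitted concentration of half-maximal effect; % is set by controls: 0 for no effect and ±100 for the full control effect; nearly all actives have a fitted effect of over 50% in size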
FLuc counter = counter-screen for miR-21 project: firefly luciferase inhibitors or activators; Potency, µM (doses to about 57.5 µM), inactives show at the highest dose activity change, negative = inhibition, actives largely listed as inhibitors; 6.9% of 360,000 active; purified FLuc, Km substrates, luminescence inhibition; AID 588342; P08659;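 note: potency is the fitted concentration of half-maximal effect; plate controls were vehicle for no effect and reference inhibitor for full effect; nearly all actives have a fitted effect of over 55% in size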
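Purified P. pyralis luciferase (10nM final) with 10uM D-luciferin and 10uM ATP (Km levels) in 50mM Tris acetate pH 7.5, 10mM Mg acetate, 0.01% Tween-20, 0.05% BSA; qHTS 6-point titration, ~60 µM downward; luminescence read.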
Rab9 prom act = Rab9 promoter activation; Huh7 Rab9 promoter-luciferase reporter, luminescence, 24 h; Potency, µM (doses to about 9.22 µM), for inactives: at the highest dose activation, negative = inhibition, hits mostly activators; 2.8% of 320,000 active; AID 485297; note: potency is the fitted concentration of half-maximal effect; % of control where 0% means no effect; nearly all actives have a fitted effect of over 60% in size
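Measured in stably transfected Huh7 cells bearing a Rab9 promoter–luciferase construct: 24 h compound treatment at 37 °C, followed by luminescence detection.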
NPC1 promoter act = activators of NPC1 promoter; Potency, µM (doses to about 9.22 µM), inactives show top-dose activation, usual class: activators; 2.4% of 320,000 active; AID 485313; Huh7 NPC1 promoter luciferase reporter, 24 h;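 note: potency is the fitted concentration of half-maximal effect; % of control where 0% means no effect; nearly all actives have a fitted effect of over 60% in size; reporter is driven by a mutant NPC1 promoter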
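Readout is luciferase luminescence, reflecting NPC1 promoter activation in stably transfected Huh7 cells after 24 h compound exposure at 37 °C in reduced-serum medium with 10% FBS.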
Starred values were filed as active, the others as inactive; ? = inconclusive; nt = no result given; & = joins results of further samples; [ ] = dose if it differs, or a comment. Unless noted, calls come from the whole dose curve; as a rule, active = well fitted curve in the direction sought with a large enough effect; inconclusive = small, poorly fitted or top-dose-only effect, or another doubt; inactive = no such curve, though single readings can be large; an effect the other way counts as inactive or inconclusive.

SMILES	Tb PFK inh	TRPV1 agonist	RORgamma inh	BRCA1 expr up	ELG1 genotox	ELG1 repair inh	p53 reactivator	Gal4-VP16 FLuc	FLuc counter	Rab9 prom act	NPC1 promoter act
CCOC(=O)c1cn(CC(=O)Nc2ccc3c(c2)OCCO3)nn1	-12%	0	-17%	0%	0%	-3%	-2%	-6%	4%	2%	1%
Cc1cccc(CC(=O)N2CCC(N3CCC(C(=O)N4CCOCC4)CC3)CC2)c1	0%	1	-10%	-7%	1%	-7%	-1%	-3%	-1%	-13%	0%
O=C(CSCc1ccc(F)cc1)N1CCN(c2ccccc2)CC1	8%	?	38%	57%	3%	?	?	4%	-3%	?	26%
O=C1C2C3C=CC(C3)C2C(=O)N1c1ccncc1 (stereo not given)	5%	4	-5%	-4%	0%	5%	3%	0%	2%	-2%	3%
COC(=O)c1ccc(NC(=O)c2ccc(CN3CCOCC3)cc2)cc1	-3%	28	-9%[0.365 µM]	-49%	0%	8.2µM*	7%	nt	?	-25%	-5%
NC(=O)c1cc(Cl)ccc1OCC(=O)NC1CC1	-2%	nt	nt	-23%	0%	?	9%	nt	nt	nt	nt
Cn1cc(C(F)(F)F)nc1-c1ccc(OCC(O)CNCCOc2ccc(O)c(C(N)=O)c2)cc1 (stereo not given)	3%	-2	-4%	0%	-9%	-13%	-2%	-7%	2%	0%[46.1 µM]	2%[46.1 µM]
O=C1CC(N2CCN(c3nc4ccccc4s3)CC2)C(=O)N1c1ccc(F)cc1 (stereo not given)	-4%	1	40%	-17%	1%	-27%	2%	8%	-1%	1%	3%
CO/N=C/NC(=O)c1c(OC)ccnc1Oc1cccc(C(F)(F)F)c1	-4%	15	-25%	-6%	0%	5%	-7%	-8%	0%	4%	1%
Cc1cc(C)n2c(nc3ccccc32)c1C(=O)NN	-1%	nt	-43%	66%	7%	?	2%	-10%	0.38µM*	-1%	1%
COc1ccc(-c2cc3c(=O)n(CC(=O)NCCCN4CCC(Cc5ccccc5)CC4)ncn3n2)cc1	5%	6	8%	68%	?	?	?	15%	4.8µM*	?	?
COc1ccc(/C(C)=N/NC(=O)c2cccc(S(=O)(=O)N3CCCC3)c2)c(O)c1	0%	?	nt	-75%	?	?	5%	nt	-7%	-29%	-27%
CC12CCC(C/C1=N/O)C2(C)C (stereo not given)	-2%	2	-12%	6%	4%	-3%	-2%	-4%	1%	6%	-2%
CCCn1c(=O)c(C(=O)NCc2ccc(OC)c(OC)c2)c(O)c2ccccc21	3%	6	-7%	-18%	-2%	?	1%	-14%	13%	0%	-3%
CCOC(=O)C1=C(COc2ccccc2)NC(=O)NC1c1ccc(Br)cc1 (stereo not given)	0%	21	32%	-2%	0%	-8%	-3%	-18%	-1%	-4%	0%
COc1ccc(-c2cc(C(=O)Nc3c(C)n(C)n(-c4ccccc4)c3=O)no2)cc1	2%	1	24%	-51%	10%	2%	-5%	-3%	0%&-1%	-6%	0%
COC(=O)c1c(NC(=O)CN2C(=O)NC(CCc3ccccc3)C2=O)sc2c1CCCCC2 (stereo not given)	7%	-4	?	-72%	-7%	-10%	2%	?	2%	8%	-1%
Cc1cc(NS(=O)(=O)c2ccc(NC(=O)CCCOc3ccccc3)cc2)no1	1%	-1	-5%	7%	1%	3%	-4%	5%	-1%	2%	-1%
Cc1nnnn1/C(=C\c1ccccc1)C(=O)OCC(=O)N(C)C1CCS(=O)(=O)C1 (stereo not given)	-4%	0	11µM*	0%	0%	-5%	0%	0%	1%	-11%	0%
O=C(NC1CCCCC1)C(c1ccco1)N(Cc1cccnc1)C(=O)C1COc2ccccc2O1 (stereo not given)	-2%	1	-36%	-1%	-16%	-6%	-9%	4%[0.365 µM]	1%	-6%	-4%
O=C(NCc1ccco1)c1cnn2c1NC(c1ccccc1)CC2C(F)(F)F (stereo not given)	-3%	-1	3%[10 µM]	2%	-8%	?	-2%	0%	-3%	2%	6%
C=CCn1c(O)c(N=NC(=O)C(O)c2ccccc2)c2ccccc21 (stereo not given)	2%	3	-18%	-4%	0%	-6%	-4%	-2%	2%	-5%	-1%
CCN(CC)S(=O)(=O)N1CCC(C(=O)NCCN2CCOCC2)CC1	2%	-3	0%	19%	-6%	16%	6%	-4%	-11%	4%	4%
O=C(COc1ccc(Br)cc1Cl)NC(=O)NCc1ccccc1	1%	9	?	16%	-3%	-1%	4%	-3%	-2%	-4%	-3%
Cc1ncoc1C(=O)Nc1cccc(Cl)c1C	0%	3	32%	54%	3%	?	11%	8%	-2%	14%	-2%
CCOC(=O)N=Nc1c(O)n(C)c2ccccc12	2%	-5	-10%	-45%	2%	26%	6%	8%	-3%	3%	-3%
CC1CN(S(=O)(=O)c2cccc(C(=O)NCc3ccco3)c2)CC(C)O1 (stereo not given)	4%	2	nt	2%	1%	5%	-9%	nt	6%	-5%	-5%
COC(=O)c1ccsc1NC(=O)c1ccc(Cl)s1	1%	6	-12%	-38%	1%	-9%	0%	-2%	-1%	-8%	-7%
Nc1cc(C(=O)OCC(=O)N2CCOCC2)ccc1Cl	-2%	0	-35%	70%	?	?	?	-16%	?	?	21%
CS(=O)(=O)N(CC(=O)Nc1ccccc1Cl)c1ccc(Cl)cc1	-2%	4	11%	19%	2%	14%	-3%	4%	-6%	-24%	1%
c1cc(-c2nnc3sc(C4CCCCC4)nn23)ccn1	-1%	6	-5%[10 µM]	63%	-23%	9.2µM*	2%	5%	3%	-2%	6%
O=C(N/N=C(\Cc1ncc[nH]1)c1ccccc1)c1cccnc1	2%	-2	-38%	-69%	5%	9.2µM*	?	-10%	4%	-6%	-5%
Cc1ccc(NC(NC(=O)c2cccs2)C(Cl)(Cl)Cl)cc1C (stereo not given)	-1%	?	27%	-13%	-6%	-23%	6%	8%	1%	-5%	-1%
CCN(C(=O)c1c(-c2ccccc2)noc1C)c1ccccc1	-7%	4	28%	-12%	-1%	-5%	-15%	-1%	4%	1%	1%
Cc1nc(C(F)(F)F)c(C(=O)O)cc1-c1nc(-c2ccccc2)cs1	-16%	-5	1%	12%	-2%	3%	-5%	0%	-4%	-2%	0%
O=C(O)CCN1C(=O)/C(=C2\C(=O)N(Cc3ccccc3Cl)c3ccccc32)SC1=S	-16%	0	-1%	nt	-1%	19%	4%	1%	-13%	-2%	-4%
Cc1noc(C)c1CCC(=O)NC1CCCN(Cc2ccc(CC(C)C)cc2)C1 (stereo not given)	-3%	4	8%	-9%	0%	?	3%	-2%	-8%	-5%	-2%
Cc1ccnc(SCc2ccc(C(=O)O)cc2)n1	2%	-2	-20%	-1%	0%	0%	10%	-8%	-2%	-2%	-3%
COc1ccc2[nH]c(=O)c(CN(C(=O)COc3ccccc3)C(C)C)cc2c1	4%	6	19%	-27%	4%	-10%	-2%	10%	4%	-5%	-6%
Cc1ccc(C(=O)n2c(-c3ccccc3)cnc2SCC(=O)Nc2ccc(C)cc2C)cc1	0%	?	?	30%	-3%	?	24%	-3%	1%	25%	21%
CC(Oc1ccc(Cl)cc1)C(=O)Nc1ccccc1N1CCOCC1 (stereo not given)	-7%	nt	nt	-41%	-5%	?	6%	nt	nt	nt	nt
CC(Sc1ccccc1)C(=O)N/N=C/c1cccnc1 (stereo not given)	-3%	-11	?	-5%	1%	1%	-5%	6%	-2%	-7%	1%
CC(C)C(=O)Nc1cccc(NC(=S)NC(=O)c2ccc([N+](=O)[O-])cc2)c1	1%	-3	11µM*	3%	-4%	-16%	9%	?	-18%	6%	2%
CSc1ncc(OCc2ccccc2)c(=O)[nH]1	2%	0	-9%	34%	4%	9%	2%	-8%	-9%	-4%	4%
O=[N+]([O-])c1ccc(-c2cn3nc(-c4ccccc4)c(-c4ccccc4)nc3n2)cc1	-1%	2	-3%	16%	-4%	7%	-2%	3%	-2%	-2%	-8%
COc1ccc(CCNC(=O)C2CCCN(S(=O)(=O)c3cc(C)ccc3OC)C2)cc1OC (stereo not given)	-2%	-3	12%	-27%	-6%	?	-5%	5%	0%	-4%	7%

Sorted by number of heavy atoms (high to low): part of the list above.
SMILES	Tb PFK inh	TRPV1 agonist	RORgamma inh	BRCA1 expr up	ELG1 genotox	ELG1 repair inh	p53 reactivator	Gal4-VP16 FLuc	FLuc counter	Rab9 prom act	NPC1 promoter act
Cc1ccc(C(=O)n2c(-c3ccccc3)cnc2SCC(=O)Nc2ccc(C)cc2C)cc1	0%	?	?	30%	-3%	?	24%	-3%	1%	25%	21%
CC(C)C(=O)Nc1cccc(NC(=S)NC(=O)c2ccc([N+](=O)[O-])cc2)c1	1%	-3	11µM*	3%	-4%	-16%	9%	?	-18%	6%	2%
O=C(N/N=C(\Cc1ncc[nH]1)c1ccccc1)c1cccnc1	2%	-2	-38%	-69%	5%	9.2µM*	?	-10%	4%	-6%	-5%

Source: PubChem BioAssay

Not a hit list; any-hit rate near 15%.
